High-throughput results as filed in PubChem.
PriA SSB inh: K. pneumoniae PriA-SSBct interaction inhibition; AlphaScreen SSBct-PriA binding, biotinylated peptide; inhibition, % at 33 µM; actives 0.6% (n = 430,000); AID 1272365; in the data active = inhibition mostly above about 37%, no sharp cut-off; inactive = mostly below about 20%;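 also: plate controls were negative control peptide for no effect and reference peptide for full effect; strong numbers were not always called active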
* hit, by the source's call; i = inactive; & = joins results of further samples. Only part of the results is shown; rates above refer to the full screens.

SMILES	PriA SSB inh
Brc1ccc(-c2nnc3sc(CNCc4ccco4)cn23)cc1	-2.0
CS(=O)(=O)Nc1cccc(NC(=O)C2CN(S(C)(=O)=O)C2)c1	-13.0
COc1ccc(-c2nn(-c3ccccc3)cc2C(=O)Nc2nccs2)cc1[N+](=O)[O-]	-6.0
Cc1ccc(S(=O)(=O)c2cnc(SCC(=O)NCc3ccccc3)[nH]c2=O)cc1Cl	-3.0
CCC(C(=O)Nc1c(C(=O)Nc2cccc(F)c2)oc2ccccc12)c1ccccc1 (configuration not stated)	-11.0
O=C(CC=NOCc1c(Cl)cccc1Cl)Oc1ccc(Cl)cc1Cl	6.6
N#Cc1cccc(C(=O)NCC(O)c2cccc3ccccc23)c1 (configuration not stated)	-5.0
COc1ccc(Nc2c(C#N)cnc3c(OC)cccc23)cc1	-4.0
CS(=O)(=O)N1CCC(C(=O)NCCn2nc(C(F)(F)F)cc2C2CC2)CC1	-2.0
Cc1cc(C)c(NC(=O)Cn2cnc3c(sc4ccccc43)c2=O)c(C)c1	-8.0
O=C(CSc1ccc(F)cc1)NCC1CCN(c2cnccn2)CC1	-4.0
O=S(=O)(NCCN1CCOC(c2ccccc2)C1)c1ccc(F)cc1 (configuration not stated)	-5.0
c1csc(CCNCc2ccoc2)c1	-20.0
O=C(CSc1nccn1Cc1ccco1)NCCc1ccccc1	0.0
Clc1ccccc1OCCCCn1nnc2ccccc21	-48.0
CCC(=O)Nc1ccc(C(=O)NCCNS(=O)(=O)c2ccc(Cl)c(Cl)c2)cc1	-4.0
Cc1nc(-c2cccc(NC(=O)[C@@H]3COCC(=O)N3Cc3cccs3)c2)cs1	-1.0
CC(=NNS(=O)(=O)c1ccc(C)cc1C)c1c[nH]c2ccccc12	8.2
COc1ccc2c(=O)c(Oc3ccc(C(=O)NCCc4cccs4)cc3)coc2c1	-3.0
C=CCN1C(=O)C(C)(C)COc2cc(NC(=O)c3ccc(F)cc3)ccc21	6.0
COc1ccc(Cl)cc1NC(=O)N[C@H]1CC(=O)N(c2ccc(C)c(C)c2)C1	2.0
O=C(Nc1nnc(-c2ccno2)o1)c1ccc(F)cc1	-7.0
O=C(NCCn1nc(-c2ccccc2)ccc1=O)NC1CCCCC1	-12.0
CCOC(=O)c1c(NC(=O)c2cc(Cl)sc2Cl)sc2c1CC(C)(C)NC2(C)C	-10.0&4.0
CCN1C(=O)C(C)(C)COc2ccc(NC(=O)Oc3ccccc3)cc21	21.0
CC(C)(C)C(=O)Nc1ccc(C(=O)NCCNS(=O)(=O)c2ccc(F)cc2)cc1	7.0
CCOc1ccc(NC(=O)Cn2c(=O)n(Cc3ccccc3Cl)c(=O)c3nccnc32)cc1	-3.0
COc1ccc(Cl)cc1S(=O)(=O)NCC(c1ccsc1)N1CCc2ccccc2C1 (configuration not stated)	-19.0
O=C(NCc1ccccc1OC(F)(F)F)c1cc(OCc2ccccc2)no1	-16.0
O=C(NCCc1cccs1)c1nnn(-c2ccccc2Cl)c1-c1ccncc1	-8.0

Part of the list above, reformatted.
structure: CCOC(=O)c1c(NC(=O)c2cc(Cl)sc2Cl)sc2c1CC(C)(C)NC2(C)C
  PriA SSB inh: -10.0&4.0

structure: CCN1C(=O)C(C)(C)COc2ccc(NC(=O)Oc3ccccc3)cc21
  PriA SSB inh: 21.0

structure: CC(C)(C)C(=O)Nc1ccc(C(=O)NCCNS(=O)(=O)c2ccc(F)cc2)cc1
  PriA SSB inh: 7.0

structure: CCOc1ccc(NC(=O)Cn2c(=O)n(Cc3ccccc3Cl)c(=O)c3nccnc32)cc1
  PriA SSB inh: -3.0

Additional compounds follow.
SMILES	PriA SSB inh
CN(C)S(=O)(=O)N1Cc2cnc(N3CCOCC3)nc2C1	1.0
O=C(Oc1ccc2c3c(c(=O)oc2c1)CCCC3)c1ccccc1Br	0.0
CN(C)c1nc(N2CCCC2)ncc1NC(=O)CCc1ccccc1	-10.0
CS(=O)(=O)c1ccc2nc(NC(=O)c3coc(NC(=O)c4cnccn4)n3)sc2c1	-5.0
O=C1C(CN2CCCCC2)CCCC1CN1CCCCC1 (configuration not stated)	-1.0
O=C(c1ccoc1)N1CCC(CNC(=O)N2CCNC2=O)CC1	-18.0
O=C(CSc1ccc(NC(=O)c2ccco2)nn1)NC1CCCC1	-11.0
O=C(NCc1c(F)cccc1F)c1cc2cccnc2n(Cc2ccc(F)cc2)c1=O	4.0
C=CCn1c(SCC(=O)Nc2sc3c(c2C#N)CCCCC3)nc2scc(-c3ccco3)c2c1=O	3.0
Cc1cc(Br)cc(C)c1OCC(=O)Nc1ccc2c(c1)OCO2	-9.0
CCOc1cc(C=NNC(=S)Nc2ccccc2C(F)(F)F)ccc1OCC(=O)N1CCOCC1	3.1
CC(C)N(C(=O)Cn1cnc2ccccc21)c1ccccc1	-2.0
Cc1ccc(C(CNC(=O)c2ccccc2Br)N2CCN(C)CC2)cc1 (configuration not stated)	-12.0
COc1ccc(C(=O)CSc2nc3cc(C(=O)NC(C)C)ccc3c(=O)n2CC2CCCO2)cc1 (configuration not stated)	0.0
O=C(NCc1ccc(F)cc1)NCC1(c2ccsc2)CCCC1	-9.0
O=C(CCCn1nc(-c2cccs2)ccc1=O)Nc1ccccc1Cl	1.0
CCOC(=O)NN=C1CCS(=O)(=O)c2ccc(Cl)cc21	-8.1
COc1ccc(NC(=O)NCC(c2ccsc2)N(C)C)cc1 (configuration not stated)	1.0
O=c1[nH]nc(SCc2ccccc2F)n2nc(-c3cccs3)cc12	-17.0
CC1(C)CC(=O)C2=C(C1)OC1=C(C(=O)CC(C)(C)C1)C2c1ccc(O)cc1	9.0

Continued, overlapping the part above by two compounds.
SMILES	PriA SSB inh
O=c1[nH]nc(SCc2ccccc2F)n2nc(-c3cccs3)cc12	-17.0
CC1(C)CC(=O)C2=C(C1)OC1=C(C(=O)CC(C)(C)C1)C2c1ccc(O)cc1	9.0
CC1=CC(=NS(=O)(=O)c2cccc([N+](=O)[O-])c2)C=CC1=O	23.0
COc1ccc(S(=O)(=O)CCC(=O)Nc2sc3c(c2C(N)=O)CCC3)cc1	-3.0
CCn1nccc1C(=O)N(CC1CCCO1)c1nc2c(Cl)cccc2s1 (configuration not stated)	-12.0
CC(C)Sc1cc(NCCCO)c([N+](=O)[O-])c2nonc12	-1.0
O=C(NCC(O)c1ccoc1)C1(c2ccc(F)cc2)CC1 (configuration not stated)	-14.0
CC(C)(C)S(=O)(=O)c1ccc(N2CCN(c3ccccc3)CC2)nn1	-16.0
COc1cc(C(=O)NCc2nnc(SCC(=O)NCC3CCCO3)o2)cc(OC)c1OC (configuration not stated)	-4.0
Cc1nc(Nc2ccc(NC(=O)c3cccc(Cl)c3)cc2)cc(-n2ccnc2)n1	-8.0
Cc1cc(NC(=O)c2ccc(=O)[nH]n2)no1	-8.0
COC(=O)C1c2ccsc2CCN1S(=O)(=O)/C=C/c1ccccc1 (configuration not stated)	1.0

Random excerpt: four compounds from above, in no set order.
SMILES	PriA SSB inh
CC(C)(C)S(=O)(=O)c1ccc(N2CCN(c3ccccc3)CC2)nn1	-16.0
COc1cc(C(=O)NCc2nnc(SCC(=O)NCC3CCCO3)o2)cc(OC)c1OC (configuration not stated)	-4.0
COC(=O)C1c2ccsc2CCN1S(=O)(=O)/C=C/c1ccccc1 (configuration not stated)	1.0
CCn1nccc1C(=O)N(CC1CCCO1)c1nc2c(Cl)cccc2s1 (configuration not stated)	-12.0

(more compounds)
SMILES	PriA SSB inh
CCN1CCN(CC(O)COCCOc2ccccc2Br)CC1 (configuration not stated)	-55.0
O=C(CSc1ccc(F)cc1)Nc1ccc(-n2nnn(CC(=O)NC3CC3)c2=O)cc1	-6.0
O=C(c1ccccc1)N1CCCc2ccc(NS(=O)(=O)Cc3ccc(Cl)cc3)cc21	6.0
CC(C)C(NC(=O)COc1cccc(Br)c1)C(=O)O (configuration not stated)	-1.0
Cn1cc(C(=O)N(Cc2ccsc2)Cc2ccco2)nn1	-2.0
O=C1CCCC(=O)N1CCS(=O)(=O)N1CCN(Cc2ccc3c(c2)OCO3)CC1	-1.0
CC1CCc2nc(NC(=O)Nc3ccc(Cl)cc3)sc2C1 (configuration not stated)	-3.0
O=C1NC(=NN2CCOCC2)N=NC1Cc1ccc(F)cc1 (configuration not stated)	-21.0
O=C(CCc1csc(NS(=O)(=O)c2ccc(F)cc2)n1)N1CCc2ccccc2C1	6.0
COc1cccc(C(=O)NCCn2nc(-c3ccncc3)ccc2=O)c1	-13.0
CCNc1nc(NC(C)C)nc(Oc2ccc(C=NO)cc2)n1	-13.5
O=S(=O)(NCc1nn(C2CCCC2)c2c1CCCC2)c1ccccc1F	-14.0
COc1ccc2nc(C)cc(NN=Cc3ccccc3)c2c1	19.7
CCS(=O)(=O)NCCn1ncc2c(N3CCOCC3)ncnc21	-12.0
Cc1ccc(NC(=O)c2csc(Nc3ccc(S(C)(=O)=O)cc3)n2)cc1C	-1.0
Cc1cc(SCc2ccc3c(c2)OCO3)nc2ccccc12	0.0
COc1ccc(N2CCN(C(=O)c3ccccc3I)CC2)nn1	-11.0
COc1ccc(C=NNc2ccccn2)c(OC)c1OC	-5.5
COc1ccc(CC(C)=NNC(=S)Nc2ccccc2F)cc1	4.7
CC(=O)NCCCOc1cccc2cccnc12	2.0
COc1ccc(Br)c(C(=O)NC[C@H](O)c2ccc(SC)cc2)c1	-1.0
Cc1cc(-n2nnc(C(=O)N3CCN(C(=O)c4ccco4)CC3)c2C)ccc1F	-25.0
O=C(c1ccccc1Cl)N(CCc1cccs1)C1CCOCC1	-4.0
CCc1ccc(OC)c(S(=O)(=O)NCCc2ccc(N(C)C)cc2)c1	16.0
Cc1cc(C(=O)Nc2nc3c(s2)COc2ccccc2-3)on1	-12.0
O=Cc1ccc(N2CCOCC2)cc1	-6.0
CCOc1ccc(C2C3=C(COC3=O)Nc3c2c(=O)n(C)c(=O)n3CC)cc1OC (configuration not stated)	3.0
Cc1ccc(-c2c(C(=O)NN=Cc3ccc(C)o3)nnn2-c2nonc2N)cc1	0.5
C/C(=C/C(=O)O)C(=O)Nc1ccc(I)cc1	8.0
CCOC(=O)c1c(NC(=O)c2ccc(C(C)(C)C)cc2)sc(C)c1C	-2.0
COc1cccc(CNC(=O)C(=O)NCC(C)(O)CSC)c1 (configuration not stated)	-2.0
Cc1ccc(-n2ncc3c(C4CC4)n[nH]c(=O)c32)c(C)c1	-15.0
O=C(CSc1nc2sc3c(c2c(=O)n1-c1ccccc1)CCCCC3)N1CCCCCC1	-3.0
O=[N+]([O-])c1cccc(S(=O)(=O)N/N=C/c2ccc(N(c3ccccc3)c3ccccc3)cc2)c1	i
C=CCNc1nc(Nc2ccccc2C)c2cnn(-c3ccccc3)c2n1	-11.0
O=C(NS(=O)(=O)c1cccs1)c1ccccc1Cl	6.0
O=C(CCSc1ccccc1)NCC1CCN(C(=O)Oc2ccccc2)CC1	-7.0
NC(=O)c1c(NC(=O)c2cc(Cl)sc2Cl)sc2c1CCN(Cc1ccccc1)C2	-2.0
COc1ccc(S(=O)(=O)Nc2ccc3c(c2)OCC(C)(C)C(=O)N3C)c(C)c1	-12.0
O=C(CSc1nccn2nc(-c3ccccc3)cc12)NCc1ccccc1Cl	-1.0
Cc1c2nc3ccccc3c-2c2c(n1O)CC(C)(C)C/C2=N/O	5.0
Cn1cc(-c2cccs2)nc1CCNC(=O)[C@@H]1COc2ccccc2O1	3.0
Cc1ccccc1Cn1cccc(C(=O)Nc2ccc([N+](=O)[O-])cc2C#N)c1=O	-2.0
Cc1c(Cl)cccc1NC(=O)CCCn1nc(-c2ccco2)ccc1=O	-11.0
CCc1ccc(NC(=O)COc2ccc3c(c2)O/C(=C\c2cccs2)C3=O)cc1	-16.0
O=S(=O)(c1cccc(C(F)(F)F)c1)N1CCN(Cc2ccccc2)CC1	-15.0
CCc1ccc(S(=O)(=O)NCCn2nc(C(F)(F)F)n(C)c2=O)s1	-1.0
O=C(Cn1nc(C(=O)N2CCOCC2)cc1-c1cccs1)N1CCc2ccccc2C1	-8.0
CC(=O)Nc1ccc(NC(=O)c2sccc2S(=O)(=O)N(C)c2ccccc2)cc1	-5.0
CCC(CNC(=O)c1cccc(C(F)(F)F)c1)(OC)c1ccccc1 (configuration not stated)	-5.0

(continued)
SMILES	PriA SSB inh
COCCCNC(=S)NN=Cc1ccc(OC)c(Br)c1	4.6
O=C(NCc1cccs1)N1CCOC(c2cc(Cl)cc(Cl)c2)C1 (configuration not stated)	10.0
COC(=O)NN=Cc1cc(Br)ccc1O	0.4
Cc1ccc(S(=O)(=O)Nc2ccc3c(c2)CN(C(=O)c2ccco2)CC3)c(C)c1	11.0
COc1ccc(-c2csc(NC(=O)CSCC(=O)N3CCCc4ccccc43)n2)cc1	7.0&12.0
CCOc1c(Br)cc(Br)cc1/C=C1\SC(=N)NC1=O	-4.3
O=C(NN=Cc1ccc(OCC2COCCO2)cc1)c1ccc(Br)cc1 (configuration not stated)	4.8
O=S(=O)(NCc1cc(-c2cccs2)n(C2CCCC2)n1)c1cccs1	-9.0
O=C(Cc1cccc2ccccc12)NC1CC(=O)N(c2ccccc2)C1 (configuration not stated)	5.0
CCn1nnc2c(N3CC(C)OC(C)C3)ncnc21 (configuration not stated)	11.0
COC(=O)c1ccc(CON=C2CCCc3nonc32)cc1	-37.1
CCc1ccc(S(=O)(=O)N2CCC(Cn3ccnc3C(C)C)CC2)s1	-5.0
COc1ccccc1C=NNC(=O)c1ccccc1Cl	-11.6
CN(C)C(CNS(=O)(=O)c1ccc2c(c1)CCCC2)c1ccccc1 (configuration not stated)	3.0
COCCOC(=O)c1c(C)n(C)c2ccc(O)cc12	-9.0
Cn1nc(CNC(=O)Nc2cccs2)c2c1CCCC2	-20.0
Cc1cccc(S(=O)(=O)N2CC(C)OC(C)C2)c1 (configuration not stated)	-2.0
Cc1cc(SCC(=O)NN=Cc2ccc(O)cc2O)nc2ccccc12	4.0
CCc1ccc2nc(N3C(=O)C(O)=C(C(=O)c4cccs4)C3c3ccco3)sc2c1 (configuration not stated)	-1.0
Cc1nc(SC(C)c2ccccc2)[nH]c(=O)c1CC(=O)NCc1cccs1 (configuration not stated)	-3.0
COc1cc2c(cc1OC)CN(S(=O)(=O)CCCNC(=O)c1ccc(F)cc1)CC2	-4.0
CC(=O)c1ccc(C(=O)Nc2ccccc2C#N)cc1	-5.0&2.0
CC(=O)NN=Cc1ccc(OCCOc2ccc(Br)cc2)cc1	-0.1
